TAAR1 agonist – agonists of human TAAR1 | CHO RD-HGA16 TAAR1, Fluo-8 calcium fluorescence; vehicle wells 0%, saturating PEA agonist 100% | activation, % at 3 µM | 0.99% of 360,000 active | AID 624467;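 active = activation above the mean activation of all test compounds in the run plus 3 SD, cut at about 38% in these data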
Target sequence (Q96RJ0 whole entry, looked up): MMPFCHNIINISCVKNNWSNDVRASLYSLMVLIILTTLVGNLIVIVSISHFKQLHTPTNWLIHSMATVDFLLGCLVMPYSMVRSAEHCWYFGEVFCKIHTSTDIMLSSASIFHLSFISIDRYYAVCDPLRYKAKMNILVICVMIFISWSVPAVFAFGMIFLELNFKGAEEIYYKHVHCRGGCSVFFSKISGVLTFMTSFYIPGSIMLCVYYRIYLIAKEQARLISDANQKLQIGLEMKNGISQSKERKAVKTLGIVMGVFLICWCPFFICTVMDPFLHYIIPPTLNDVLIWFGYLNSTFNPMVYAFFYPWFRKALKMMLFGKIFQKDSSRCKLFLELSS
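Test system: RD-HGA16 (CHO) cells co-expressing Gα16 and hTAAR1 | Doses: Single dose, 3 µM | Schedule: 17-24 h seeding, 75 min 37 °C dye, 30 min RT | Evaluation: % activation from peak over basal fluorescence ratio, DMSO-to-PEA scaled | Technique: Kinetic Fluo-8 calcium fluorescence | Benchmarks: Low control DMSO, high control PEA (EC100)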
TAAR1 antag – human TAAR1 antagonism | Q96RJ0 | CHO RD-HGA16 TAAR1, Fluo-8 calcium fluorescence, antagonist | inhibition, % at 3 µM | 1.5% of 360,000 active | AID 624466;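 active = inhibition above a per-plate cutoff, the mean inhibition of test compounds on that plate plus 3 SD, cut at about 49% in these data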;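 also: 0% = DMSO plus EC80 beta-PEA response and 100% = DMSO alone without agonist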
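Test system: CHO RD-HGA16 cells bearing hTAAR1 | Reagent: β-PEA, EC80 | Compound dosing: 3 µM, single point | Schedule: Dye loading 75 min at 37 °C, then 30 min room temperature | Signal: Calcium fluorescence with Fluo-8 | Evaluation: Percent inhibition of PEA-evoked calcium signal, max/basal emission ratio | Control set: DMSO-only wells and EC80 β-PEA-stimulated wells | Repeats: Singlicate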
An asterisk follows results filed as active.

SMILES | TAAR1 agonist | TAAR1 antag
COC(=O)c1cc2c(c3c4cc(C)ccc4n(S(=O)(=O)c4cccc(C)c4)c13)C(=O)N(Cc1ccc(C(F)(F)F)cc1)C2 | 0 | -23
CC(C)NC(=O)C1(C)CN(S(C)(=O)=O)CC(=O)N1CCc1ccccc1 (configuration not stated) | 11 | -9
Cc1ccccc1CN1[C@@H](C)[C@H](c2ccccc2)Oc2cccc(N3CCCC(C)C3)c2S1(=O)=O (some centres not stated) | 1 | -21
COc1cccc(CNC(=O)[C@H]2CCCN2C(=O)[C@H]2CCCN2C(=O)c2ccc(F)cc2F)c1 | 1 | -16
O=C1OCC2=Nc3cccc4cccc(c34)N12 | 2 | -6
CC(C)CCN1C(=O)CSCC1(C)C(=O)Nc1ccc2c(c1)OCCO2 (configuration not stated) | -1 | -12
CCOC(=O)[C@@H]1CSCCS(=O)(=O)N1C(=O)[C@H](CCSC)NC(=O)OC(C)(C)C | 0 | -23
CC(=O)Nc1cccc(NC(=O)CSc2nnnn2C)c1 | -2 | -18
Cc1cc(C)c(NC(=O)C2C(=O)Nc3ccccc3C(=O)N2C(C)(C)C)c(C)c1 (configuration not stated) | 5 | -9
COC(=O)/C=C1\OCc2ccccc21 | 0 | -21
Nc1cc2ccccc2cc1NS(=O)(=O)N1CCCCC1 | 0 | -9
N#Cc1ccc(S(=O)(=O)N2CCCc3nc(-c4ccccc4)ccc32)cc1 | 0 | -1
C[C@H]1CN([C@@H](C)CO)C(=O)CCCn2cc(nn2)CO[C@@H]1CN(C)S(=O)(=O)c1ccc(F)cc1 | 1 | 11
N#Cc1cccc(C(=O)C(=O)N2CCC(Cc3ccccc3)CC2)c1 | -2 | 9
Cc1cc(NN=Cc2ccccn2)nc2ccccc12 | 2 | -13
CCOC(=O)C1=CCN(S(=O)(=O)c2ccc(Cl)cc2)C1c1ccc(Cl)c(Cl)c1 (configuration not stated) | 3 | 12
Cc1ccc2nc(-c3ccc(CN4CCC(n5cc(-c6ccccc6)[nH]c5=O)CC4)cc3)c(-c3ccccc3)nc2c1 | 2 | 14
CN(C)Cc1c(C(C)(C)O)[nH]c2cc(C(F)(F)F)ccc12 | 0 | -21
CCCCNC(=O)C1C(c2ccc(OC)cc2)=Nc2ccccc2N1C(=O)c1cccnc1 (configuration not stated) | 0 | -14
CCCCOCC1CN(CCCC)S(=O)(=O)c2c(Oc3ccc(SC)c(C)c3)cccc2O1 (configuration not stated) | 0 | -18

The list goes on, starting with the last 2 of the part before.
SMILES | TAAR1 agonist | TAAR1 antag
CCCCNC(=O)C1C(c2ccc(OC)cc2)=Nc2ccccc2N1C(=O)c1cccnc1 (configuration not stated) | 0 | -14
CCCCOCC1CN(CCCC)S(=O)(=O)c2c(Oc3ccc(SC)c(C)c3)cccc2O1 (configuration not stated) | 0 | -18
COCCN=C1Sc2ccccc2[C@@H]2C[C@H]3[C@H](CON3C)CN12 | 1 | -8
Cc1ccc(S(=O)(=O)N2C(c3cccc(Cl)c3)CC=C(C(=O)O)C2c2cccc(Cl)c2)cc1 (configuration not stated) | 2 | 2
COC(=O)C[C@H]1CC[C@@H](NS(=O)(=O)c2ccc(C)cc2)[C@@H](CO)O1 | 0 | 10
CCCC#C/C(CCC)=C1\c2ccccc2C(=O)N1c1ccccc1 | -1 | -19
O=C(NC1CCCCC1)C(c1ccccc1F)n1c(=O)c(-c2ccco2)nc2ccccc21 (configuration not stated) | -1 | -18
O=C(C[C@@H]1C=C[C@@H](NC(=O)C2CC2)[C@@H](CO)O1)NCc1ccccc1Cl | 1 | -17
Cc1ccc(OC(=O)N(C)C[C@H]2OCc3cn(nn3)CCCC(=O)N([C@@H](C)CO)C[C@@H]2C)cc1 | 1 | 2
C[C@@H]1CCCCO[C@@H](CN(C)CC2CCCCC2)[C@@H](C)CN([C@H](C)CO)C(=O)c2cc(NC(=O)Nc3ccc4c(c3)OCO4)ccc2O1 | -1 | -2
Cc1ccc(S(=O)(=O)N2CC(CBr)=CCC2c2ccccc2)cc1 (configuration not stated) | 1 | -21
CCCCCn1cc(CCC(=O)Nc2ccc(N(C)c3ccccn3)cc2)c2ccccc21 | -1 | -1
C[C@H]1NS(=O)(=O)c2cccc(Cl)c2O[C@@H]1c1ccccc1 | 1 | 15
COc1cccc(CNC(=O)[C@H]2CCCN2C(=O)[C@H]2CCCN2S(=O)(=O)c2cccc(C)c2)c1 | -1 | 3
CC1(C(=O)Nc2ccc3c(c2)OCCO3)CSCC(=O)N1C1CC1 (configuration not stated) | 1 | -3
CCOC(=O)CNC(=O)N(C)[C@H]1C[C@H]2c3[nH]c4c(-c5ccccc5)cccc4c3CCN2C(=O)[C@H]1[C@H](C)O | 6 | 43
C[C@H](CO)N1C[C@H](C)[C@@H](CN(C)C(=O)c2ccc(N3CCN(C)CC3)cc2)OCc2cn(nn2)CCCC1=O | 2 | 12
CCOC(=O)N1CCN(C(=O)C[C@H]2C[C@@]3(C(=O)OC)C(=C[C@H](C(C)(C)C)O[C@@H]3C)N(Cc3ccccc3)C2=O)CC1 | -1 | -3
O=C(NCc1ccccc1)C(c1cccc2ccccc12)n1c(=O)c(-c2ccccc2)nc2ccccc21 (configuration not stated) | 0 | 3
Nc1ccn([C@@H]2O[C@H](C(=O)N[C@H](Cc3ccccc3)C(=O)N3CCN(C(=O)N4CCCCC4)CC3)[C@@H](O)[C@H]2O)c(=O)n1 | -1 | -5
COC(=O)[C@]12C[C@H](CC(=O)N3CCSCC3)C(=O)N(Cc3ccccc3)C1=C[C@H](C1CCCC1)O[C@@H]2C | -2 | -37
O=C(NCc1ccccc1)[C@@H]1CCCN1C(=O)[C@H]1CCCN1C(=O)N1CCCCC1 | 0 | -3
COc1ccccc1NC(=O)OC[C@@H]1CSCCS(=O)(=O)N1 | 1 | 17
CCOC(=O)CC1(CCc2ccccc2)Oc2ccccc2O1 | -1 | -39
CC(C)NC(=O)C1(C)CN(S(C)(=O)=O)CC(=O)N1Cc1cccc(C(F)(F)F)c1 (configuration not stated) | 6 | -11
Cc1cccc(C)c1NC(=O)C(C1CC1)n1c(-c2ccc(=O)[nH]c2)nc2ccccc21 (configuration not stated) | 1 | -10
CCCCCCCCN1C(=O)[C@H](CC(=O)NCCc2ccccc2OC)C[C@@]2(C(=O)OCC)CCC=C12 | 59* | 19
COC(=O)C1=C(C)N(Cc2ccc(C(F)(F)F)cc2)C(=NCc2ccc(OC)cc2)NC1c1ccccc1C(F)(F)F (configuration not stated) | 14 | -15
CO[C@@H]1CN(C)C(=O)c2ccc(NC(=O)c3ccccc3F)cc2OC[C@@H](C)N(CC2CCOCC2)C[C@@H]1C | 1 | -27
C[C@H](CO)N1C[C@H](C)[C@@H](CN(C)C(=O)Cc2cccnc2)Oc2ncc(C#CCc3ccccc3)cc2C1=O | 1 | 0
COc1cccc(CNC(=O)[C@H]2CCCN2C(=O)[C@H]2CCCN2C(=O)c2cccc(F)c2)c1 | 0 | -13
CC12C=CC(C)(C3C(=O)NC(=O)C31)C1C3C(=O)NC(=O)C3C12 (configuration not stated) | 2 | -16
COc1ccc(-c2cc(NC(=O)Cc3c[nH]c4ccccc34)ccc2Nc2cccnc2)c(OC)c1 | 9 | 64*
C[C@@H]1CN([C@@H](C)CO)C(=O)c2ccccc2-c2ccccc2CO[C@@H]1CN(C)Cc1ccc(Cl)c(Cl)c1 | 6 | -4
O=S(=O)(CS(=O)(=O)c1ccc(Br)cc1)c1ccc(Br)cc1 | -1 | -8
O=C(N[C@H]1C=C[C@H](CC(=O)N2CCCCC2)O[C@@H]1CO)c1cccc(F)c1 | 1 | 2
CCOC(=O)/C=C/c1cccc(C)c1O | -1 | -2
O=S(=O)(c1ccc(F)cc1)N1CCCc2nc(-c3ccc(F)cc3)ccc21 | 0 | 0
CCCCCCCCN1C(=O)[C@H](CC(=O)NCc2cccc(C(F)(F)F)c2)C[C@@]2(C(=O)OCC)CCC=C12 | -1 | -5
COc1ccccc1CCn1cnc(-c2ccc(F)cc2)c1CC(C)C | 27 | 63*
COc1ccc(CNC(=O)[C@@H](Cc2ccccc2)NC(=O)[C@H]2O[C@@H](n3cnc4c(=O)[nH]c(N)nc43)[C@H](O)[C@@H]2O)cc1 | 1 | -12
CN1C(=O)[C@@]2(C3=C(CCCC3=O)OC3=C2C(=O)OC2(CCCCC2)C3)c2ccccc21 | 1 | -7
COCc1[nH]nc2c1C(c1ccc(Br)cc1)N(c1ccc(OC)cc1)C2=O (configuration not stated) | 7 | -18
CC(=O)OCC(=O)N1CCN(C(=O)C(=O)c2cccc(C(F)(F)F)c2)CC1 | 1 | -9
COc1ccc(C(C(=O)NCc2ccccc2)n2c(=O)c(-c3ccco3)nc3ccccc32)cc1 (configuration not stated) | -1 | -15
O=C(NCc1ccccc1)[C@@H]1CCCN1C(=O)[C@H]1CCCN1C(=O)c1c(F)cccc1F | 1 | -11
COC(=O)C1=CN(c2c(C)cc(C)cc2C)C(N)=C(C#N)C1c1ccccc1 (configuration not stated) | 3 | -25
O=S(=O)(c1ccc(C(F)(F)F)cc1)N1CCCc2nc(-c3ccc(Br)cc3)ccc21 | 0 | -26
COP(=O)(OC)OC(C(=O)c1ccccc1)c1ccccc1 (configuration not stated) | -1 | -6
COc1cccc(C=NNC(=S)NC2CC3CCC2C3)c1O (configuration not stated) | 0 | -20
Brc1ccc(CN2CCN(c3ncc(Cc4ccccc4)cn3)CC2)cc1 | 3 | -24
C=CCCN1[C@@H](Cc2ccccc2)COc2ccccc2S1(=O)=O | 0 | 19

Compounds from the list above that have an NH in an aromatic ring, in the order listed:
SMILES | TAAR1 agonist | TAAR1 antag
Cc1ccc2nc(-c3ccc(CN4CCC(n5cc(-c6ccccc6)[nH]c5=O)CC4)cc3)c(-c3ccccc3)nc2c1 | 2 | 14
CN(C)Cc1c(C(C)(C)O)[nH]c2cc(C(F)(F)F)ccc12 | 0 | -21
CCOC(=O)CNC(=O)N(C)[C@H]1C[C@H]2c3[nH]c4c(-c5ccccc5)cccc4c3CCN2C(=O)[C@H]1[C@H](C)O | 6 | 43
Cc1cccc(C)c1NC(=O)C(C1CC1)n1c(-c2ccc(=O)[nH]c2)nc2ccccc21 (configuration not stated) | 1 | -10
COc1ccc(-c2cc(NC(=O)Cc3c[nH]c4ccccc34)ccc2Nc2cccnc2)c(OC)c1 | 9 | 64*
COc1ccc(CNC(=O)[C@@H](Cc2ccccc2)NC(=O)[C@H]2O[C@@H](n3cnc4c(=O)[nH]c(N)nc43)[C@H](O)[C@@H]2O)cc1 | 1 | -12
COCc1[nH]nc2c1C(c1ccc(Br)cc1)N(c1ccc(OC)cc1)C2=O (configuration not stated) | 7 | -18

(next part)
SMILES | TAAR1 agonist | TAAR1 antag
CCCCCCCCN1C(=O)[C@@H](CC(=O)NCCCN2CCCC2=O)C[C@@]2(C(=O)OC)C1=C[C@H](C1CCCC1)O[C@@H]2C | 3 | -46
O=C1c2c(-c3ccc(Br)cc3)noc2CCN1Cc1cn(C2CCCC2)nn1 | 1 | -34
CC(=O)C1=C(C)N(Cc2ccc(F)cc2)C(=S)NC1c1ccc(Br)cc1 (configuration not stated) | 2 | 3
CCCNC(=O)N1C[C@H](O)COC[C@@H]2O[C@@H](CC(=O)NCCCN3CCOCC3)CC[C@H]21 | 1 | -4
Cc1ccc(Cc2c(-c3cccc(Br)c3)nc3c4ccccc4ccn23)cc1 | 1 | -19
O=C(NC1CCCC1)C1C(c2ccc(C(F)(F)F)cc2)=Nc2ccccc2N1C(=O)c1cc2ccccc2[nH]1 (configuration not stated) | -3 | -12
CCOC(=O)N[C@@H](Cc1cccnc1)C(=O)N1CCC[C@H]1C(=O)NC1CCCC1 | 3 | -12
COC(=O)[C@]12C[C@H](CC(=O)NCc3ccc(OC)c(OC)c3)C(=O)N(CCc3ccc(OC)c(OC)c3)C1=C[C@H](C(C)(C)C)O[C@@H]2C | 2 | 13
O=Cc1coc([B-](F)(F)F)c1 | 5 | -17
CCCCCCN(C(=O)CCCCCN1C(=O)NC(c2ccc(Cl)cc2)C(C(=O)OCc2ccccc2)=C1C)C(C(=O)NCCCC)c1ccc(OCC(=O)OC)c(C(=O)OC)c1 (configuration not stated) | 5 | 14
Cc1ccc(C2c3c(n[nH]c3C)C(=O)N2Cc2ccccc2)cc1 (configuration not stated) | -3 | -23
O=[N+]([O-])c1cc2c(ccc3occc32)o1 | -2 | 2
CCCCNc1cccc2c1S(=O)(=O)N[C@H](CC(C)C)CO2 | -2 | -12
O=C1Nc2ccccc2-c2nnnn2C1N1CCC(Cc2ccccc2)CC1 (configuration not stated) | 12 | 10
O=[N+]([O-])c1ccc(CN2[C@H](COCc3ccccc3)C=CS2(=O)=O)cc1 | 1 | 1
CC(=O)N1c2ccccc2N=C(c2ccc(C(F)(F)F)cc2)C1C(=O)NC1CCCC1 (configuration not stated) | -2 | -35
COC1=CC(=O)OC(c2cccc(Cl)c2)C1 (configuration not stated) | -1 | -1

High-throughput results as filed in PubChem.

An excerpt. The share of hits here may be higher or lower than overall.
